# Screens as filed in PubChem.
# SW480 rerep – induces DNA re-replication in SW480 colon adenocarcinoma cells; Potency, µM (series often up to 46.1 µM), for the others: at the top dose re-replication activation, actives largely listed as activators; SW480 DNA re-replication, Hoechst DNA content imaging, 48 h; 340,000 compounds, 1.8% hits; AID 624297; further: potency means the concentration at half of the fitted maximal effect; % of control where 0% means no effect; nearly all actives have a fitted effect of over 55% in size
#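 Treated cells incubate 48 hr (37 C, 5% CO2), are stained 40 min with Hoechst, and nuclear fluorescence is enumerated; a rise in nuclei with high DNA signal marks re-replication.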
# MCF10A rerep – inducers of DNA re-replication in MCF 10A breast cells. AID 624296. MCF 10A DNA re-replication, Hoechst nuclear intensity, 48 h. 350,000 compounds, 2.9% hits. Potency, µM (series often up to 46.1 µM), inactives show top-dose activity, positive = re-replication, actives largely listed as activators; further: potency means the concentration at half of the fitted maximal effect; % of control where 0% means no effect; nearly all actives have a fitted effect of over 50% in size
# KB-3-1 tox – kills parental KB-3-1 adenocarcinoma cells; KB-3-1 viability, CellTiter-Glo ATP luminescence, 72 h; Potency, µM (top dose mostly 46.1 µM), for the others: at the highest dose activity change, negative = cytotoxic, usual class: cytotoxic; 400,000 compounds, 1.4% hits; AID 1347075; further: potency means the concentration at half of the fitted maximal effect; on the % scale 0 is the no-effect control and ±100 the full control effect; nearly all actives have a fitted effect of over 60% in size
#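 Luminescent ATP read-out (CellTiter-Glo) measures survival of drug-naive KB-3-1 cells after 72 h compound exposure at 37 °C. Titration series was screened from lowest to highest concentration, with DMSO vehicle plates as background controls.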
# GLP1R cytotox – cytotoxic in the GLP-1 receptor inverse agonist counter-screen; HEK293 cAMP-luciferase reporter cells, luminescence, 24 h; Potency, µM (doses to about 38.3 µM), for inactives: top-dose activity change, negative = inhibition, usual class: inhibitors; 410,000 compounds, 0.13% hits; AID 624418;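 further: loss of luciferase light is scored as toxicity; potency means the concentration at half of the fitted maximal effect; on the % scale 0 is the no-effect control and ±100 the full control effect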
#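 Here, cytotoxicity is scored as loss of luminescence. The MLSMR collection was tested on cells seeded in medium containing 10% Nu serum, with a 24 hr compound exposure preceded by 12 hours of culture.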
# HT1080-NT tox – kills 2HG-producing HT-1080-NT fibrosarcoma cells. 360,000 compounds, 1.6% hits. Potency, µM (highest dose often 46.1 µM), for inactives: at the top dose activity, negative = less viability, hits mostly cytotoxic. HT-1080-NT fibrosarcoma viability, CellTiter-Glo ATP luminescence, 48 h;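 further: NT is the 2HG producing partner of a matched IDH1 knockdown line; potency means the concentration at half of the fitted maximal effect; 0% = DMSO-treated cells and -100% = media-only wells without cells; nearly all actives have a fitted effect of over 55% in size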
#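 Toxicity toward the 2HG-producing NT line was scored as %Activity, normalised to DMSO and no-cell wells, from CellTiter-Glo luminescence after 48 hours' treatment.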
# HT1080 IDH1KD tx – HT-1080 IDH1 knockdown cell toxicity (counter line); HT-1080 IDH1 knockdown viability, ATP luminescence, 48 h; Potency, µM (top dose mostly 46.1 µM), without a hit: at the highest dose activity, negative = toxicity, hits mostly cytotoxic; 360,000 compounds, 2% hits;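 further: potency means the concentration at half of the fitted maximal effect; 0% = DMSO wells and -100% = cell-free medium wells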
#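 Luminescent ATP read-out (CellTiter-Glo, 10 min at room temperature) after 48 h compound exposure at 37 °C gave viability of IDH1-knockdown HT-1080 cells. Activity was normalised to DMSO and cell-free wells, then fitted as concentration-response curves.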
# KB-V1 MDR tox – kills drug-selected multidrug resistant KB-V1 cells | KB-V1 MDR cells viability, CellTiter-Glo, 72 h | Potency, µM (series often up to 46.1 µM), inactives show top-dose activity change, negative = cytotoxicity, actives largely listed as cytotoxic | 400,000 compounds, 3.4% hits; further: potency means the concentration at half of the fitted maximal effect; on the % scale 0 is the no-effect control and ±100 the full control effect; nearly all actives have a fitted effect of over 60% in size
#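 KB-V1 cells (P-gp-expressing MDR subline of KB-3-1) in phenol-red-free DMEM with 10% FBS were exposed to library compounds over a concentration series for 72 h at 37 degrees C. Viability read by CellTiter-Glo luminescence; concentration-effect curves fitted after normalization.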
# DRD3 agonist – activates the human D3 dopamine receptor; P35462; max activation, %; 410,000 compounds, 0.58% hits; D3R DiscoveRx beta-arrestin cells, luminescence, 90 min; in the data active means max activation above about 30%; further: 0% is about no effect; mostly tested at two doses, the higher about 12 µM
# Target sequence (P35462 whole entry, looked up): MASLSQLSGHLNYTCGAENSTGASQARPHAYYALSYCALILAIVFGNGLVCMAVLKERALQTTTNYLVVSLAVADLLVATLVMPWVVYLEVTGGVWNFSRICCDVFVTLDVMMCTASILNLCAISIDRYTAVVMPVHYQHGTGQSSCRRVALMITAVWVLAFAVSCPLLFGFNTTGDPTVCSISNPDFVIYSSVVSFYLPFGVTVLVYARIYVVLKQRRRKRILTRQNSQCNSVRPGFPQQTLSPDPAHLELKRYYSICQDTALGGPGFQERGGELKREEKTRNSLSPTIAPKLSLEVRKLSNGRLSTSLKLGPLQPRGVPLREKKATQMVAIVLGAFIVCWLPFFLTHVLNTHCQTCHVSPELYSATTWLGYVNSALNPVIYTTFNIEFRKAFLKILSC
#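 Cells at 1500/well, incubated overnight, then treated with pinned compounds (dopamine as control) for 90 min at 37 degrees C. DiscoveRx reagent added for 30 - 60 minutes at room temperature; luminescence read.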
# IL-1B inflam inh – blocks inflammasome-driven IL-1 beta release. THP-1 LPS/ATP IL-1B secretion, AlphaLISA, 16 h; active compounds read low. activity change, % at 57.5 µM. AID 743279. 360,000 compounds, 4.7% hits; in the data active means activity change below about -50%; inconclusive means mostly about -30% to -49%; further: on the % scale 0 is the no-effect control and ±100 the full control effect
#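 Secreted IL-1B measured by AlphaLISA bead assay after 16 h compound exposure of THP-1 cells; compounds (final up to 57.5 uM) added 1 h before LPS (250 ng/mL) and ATP (1.25 mM) stimulation; lower signal means less secretion.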
# The depositor's hits bear a star; u = inconclusive; x = no result given; [ ] = dose if it differs, or a comment. Unless noted, the call rests on the fitted dose curve; in most records, active means well fitted curve in the direction sought with a large enough effect; inconclusive means small, poorly fitted or top-dose-only effect, or another doubt; inactive means no such curve, though single readings can be large; an effect the other way counts as inactive or inconclusive. This is a random part of the collection; any-hit rate near 11%.
# A first look (three entries):
SMILES,SW480 rerep,MCF10A rerep,KB-3-1 tox,GLP1R cytotox,HT1080-NT tox,HT1080 IDH1KD tx,KB-V1 MDR tox,DRD3 agonist,IL-1B inflam inh
COc1cccc2c(=O)c3cccc(N)c3[nH]c12,3%,u,-5%,144%[activator],-24%,-16%,9%,6,u
CN(C(=O)CSc1nc2ccccc2n1Cc1ccccc1C#N)c1ccccc1,x,x,1%,9%,x,x,6%,-9,x
COC(CNS(=O)(=O)c1cc2c3c(c1)CCN3C(=O)CC2)OC,1%,0%,u,-6%,11%,25%,4%,1,-6

# This part in full, from the start:
SMILES,SW480 rerep,MCF10A rerep,KB-3-1 tox,GLP1R cytotox,HT1080-NT tox,HT1080 IDH1KD tx,KB-V1 MDR tox,DRD3 agonist,IL-1B inflam inh
COc1cccc2c(=O)c3cccc(N)c3[nH]c12,3%,u,-5%,144%[activator],-24%,-16%,9%,6,u
CN(C(=O)CSc1nc2ccccc2n1Cc1ccccc1C#N)c1ccccc1,x,x,1%,9%,x,x,6%,-9,x
COC(CNS(=O)(=O)c1cc2c3c(c1)CCN3C(=O)CC2)OC,1%,0%,u,-6%,11%,25%,4%,1,-6
CCN1CCN(C(=O)c2ccc(C(F)(F)F)cc2)CC1,-1%,3%,16%,8%,4%,1%,5%,-10,-4
Cc1ccc(CCNC(=O)C2CCN(S(=O)(=O)c3cccc4cccnc34)CC2)cc1,-11%,3%,10%,3%,-3%,4%,2%,0,-15
CCc1ccccc1N(C)C(=O)c1cn(CC(C)C)c(=O)c2cc(OC)c(OC)cc12,x,x,0%,-13%,x,x,0%,7,x
O=S(=O)(NCC1(N2CCOCC2)CCCCC1)c1ccc(F)c(F)c1F,-4%,2%,-2%,-4%,2%,2%,-1%,-1,2
CCOc1ccc(NC(=O)CN(C)CC(=O)Nc2ccc(Br)cc2F)cc1OCC,0%,10%,5%,0%,-5%,-24%,-28%,9,-29
CC[C@]12c3[nH]c4cc(-c5ccco5)ccc4c3CCN1C(=O)[C@@H](CC(=O)NCCC1=CCCCC1)C[C@@H]2C(=O)N1CCN(C(=O)c2ccco2)CC1,-35%[inhibitor][9.22 µM],u,u,-22%,-19%,-26%,-3%,-32,-64*
COc1ccccc1CNC(=O)C1CCN(S(=O)(=O)c2cccc3nonc23)CC1,-5%,-6%,-3%,4%,2%,-9%,-2%,-11,-8
COC(=O)c1cc(CNC(=O)c2cccc(Cl)c2)ccc1OC,1%,4%,1%,-8%,0%,-3%,0%,4,23
CN(C(=O)c1cccc(NC(=O)Cc2cccc(NC(=O)C3CCCN(C(=O)C4CCCC4)C3)c2)c1)C1CCC1 (stereo not drawn),u,1%,-3%,-11%,-4%,1%,1%,4,-11
COc1ccc(S(=O)(=O)NCC(=O)N(CC(=O)NCC2CCCO2)c2c(C)cccc2C)cc1 (stereo not drawn),-4%,5%,3%,12%,-1%,-1%,-3%,4,-11
CCOc1ccc(N2C(=O)CC(N3CCN(c4ccc([N+](=O)[O-])cc4)CC3)C2=O)cc1 (stereo not drawn),-8%,-6%,5%,1%,-1%,4%,6%,3,2
Cc1ccc(CN2CCN(c3ccccc3Cl)CC2)o1,-16%,9%,16%,8%,18%,10%,-10%,-40,-11
COC(=O)c1ccc(NC(=O)C2CCCCC2C(=O)O)cc1 (stereo not drawn),-2%,1%,2%,10%,-3%,15%,u,1,19
O=C1CC(NCc2ccc3c(c2)OCO3)C(=O)N1Cc1ccc2c(c1)OCO2 (stereo not drawn),-1%,0%,-4%,9%,-7%,3%,19%,9,1
COc1ccc(OC)c(NC(=O)C(=O)c2cn(CC(=O)N3CCCC3)c3ccccc23)c1,3%,5%,x,-7%,-2%,-8%,x,2,-19
Cc1cc(OCc2cn(CC(=O)c3ccc(O)cc3)nn2)ccc1[N+](=O)[O-],-17%,-47%[inhibitor],1%,-2%,u,u,7%,-16,24
Cc1ccc(CN2C(=O)CC(Nc3ccc(N4CCOCC4)cc3)C2=O)cc1 (stereo not drawn),-16%,-2%,0%,4%,-4%,0%,0%,0,1
c1ccc(OCCCn2nnc(-c3ccc(N4CCOCC4)cc3)n2)cc1,0%,-1%,-2%,7%,-20%,11%[9.24 µM],-1%,1,17
CCOC(=O)N1CCc2c(sc(NC(=O)c3ccc(S(=O)(=O)N4CCCC4)cc3)c2C#N)C1,18%,u,0%,-6%,-19%,1%,-2%,3,11
Cc1[nH]c2ccc3c(ncn3CCC#N)c2c1C,16%,1%,-3%,1%,16%,13%,4%,3,-23
O=C(CSc1ccc(Cl)cc1)Nc1ccc(C2SCCS2)cc1,-25%,u,-5%,1%,0%,-10%,4%,-1,-8
COc1ccc(-c2c(C)c3ccc(O)cc3oc2=O)cc1OC,5%,u,1%,254%[activator],1%,2%,-8%,5,28
O=C(Nc1ccc(N2CCOCC2)c(S(=O)(=O)Nc2ccc(Cl)cc2)c1)c1ccc(=O)[nH]n1,11%,8%,-1%,11%,-23%,-20%,-10%,8,-56*
Cc1nc(SCC(=O)N2CCCCC2)c2c(C)c(C)sc2n1,u,15%,-20%,2%,-22%,-20%,u,9,u
COc1cc(-c2cc(NC=O)c3ncc(-c4ccccc4)n3c2)cc(OC)c1OC,x,x,-30%,-13%,u,u,u,0,x
Cc1ccc(NC(=S)NC2CCCC2)c(C)c1,2%,-2%,-4%,u,4%,-1%,4%,-4,9
O=C(CN1CCN(c2cccc(Cl)c2)CC1)c1ccc(O)cc1O,-15%,11%,-1%,8%,-8%,-2%,-2%,2,22
CCCCc1nc2sc3c(=O)[nH]c(=S)[nH]c3c2c2c1CCC2,2%,3%,-2%,11%,1%,-1%,11%,-10,24
CN(NS(=O)(=O)c1ccc(Cl)cc1)c1nc(C(F)(F)F)nc2ccccc12,0%,-18%,-6%,-11%,0%,7%,29%,-9,26
COc1cc2nc(CN3CCN(S(=O)(=O)c4cc(C)ccc4C)CC3)[nH]c(=O)c2cc1OC,29%,7%,-9%,-7%,u,u,-12%,-9,-12
CC(=O)n1c(=O)oc2ccccc21,-1%,-1%,12%,2%,6%,3%,2%,4,4
Cc1ccc(C(=O)OCC(=O)N2C(C)CCCC2C)s1 (stereo not drawn),0%,10%,3%,14%,-9%,-10%,u,-2,0
O=C1NCC(Nc2ccccc2Cl)C(=O)N1 (stereo not drawn),-5%,-1%,9%,-10%,6%,11%,21%,4,8
Cc1cc(SCC(=O)NC2CCCC2)nc2ccccc12,-1%,21%,-2%,-1%,-11%,-13%,8%,-4,0
O=C(COC(=O)Cc1ccsc1)NCC1CCCCC1,0%[9.22 µM],-16%,28%,-3%,11%,7%,14%,-2,0
Cc1nc2ccc(NS(=O)(=O)c3ccc4c(c3)OCCO4)cc2s1,0%,3%,-5%,1%,-7%,-12%,-21%,1,-9
COc1cc(OC)c(C(=O)OCC(=O)c2ccc3c(c2)NC(=O)CO3)cc1OC,-45%[inhibitor],-4%,7%,-6%,1%[9.24 µM],2%,0%,2,u
COc1ccccc1CNC(=O)CCc1c(C)nc2cc(-c3ccc(Cl)cc3)nn2c1C,x,x,-5%,-14%,x,x,16%,-22,x
CC(Sc1nc(-c2ccc(F)cc2)cs1)C(=O)N1c2ccccc2CC1C (stereo not drawn),u,21µM*,-8%,0%,u,u,u,-6,-21
COc1ccc(OC)c(NC(=O)CSc2nnc(-c3ccco3)o2)c1,-6%,-7%,x,-1%,1%,7%,x,3,-1
Cc1cccc(N(C(=O)c2nsc(Cl)c2Cl)C(C(=O)NC2CCCC2)c2ccc(O)cc2)c1 (stereo not drawn),-2%,-5%,0%,10%,8%,10%,-11%,-2,-5
CCCCOC(=O)c1ccc(NC(=O)/C(C#N)=C/c2ccc(-c3ccccc3)o2)cc1,x,x,0%,18%,x,x,2%,0,x
Cc1cc(C)nc(SCC(=O)c2ccc(Cl)cc2)n1,-4%,-4%,2%,-9%,19%,12%,-1%,-8,-17
Cc1ccc(NC(=O)CSc2nnc(C)n2-c2ccccc2)cc1,-7%,-4%,9%,-21%,u,17%,-10%,2,10
Cc1cc(C)cc(N(C(C)C(=O)N2CCCC2)S(C)(=O)=O)c1 (stereo not drawn),-1%,u,-6%,6%,16%,24%,u,-8,9
COc1ccc(C(=S)N2CCN(S(=O)(=O)c3ccccc3)CC2)cc1,-5%,18%,0%,-16%,0%,0%,-4%,2,0
Cc1ccc(NC(=O)CSc2nc(-c3ccc(C(C)(C)C)cc3)nc3cc(=O)[nH]n23)cc1C,x,x,-4%,-7%,x,x,0%,4,x
COc1cc(NC(=O)CNC(=O)Cn2cnc3sc(C)c(C)c3c2=O)cc(OC)c1OC,x,x,-14%,-9%,4%,0%,-2%,2,1
COc1ccc(N2CCN(C(=O)CCNS(=O)(=O)c3ccc4c(c3)CCN4C(=O)C3CC3)CC2)cc1,x,x,-12%,-3%,x,x,-2%,-5,x
COCCNC(=O)C(c1ccc(F)cc1)N(Cc1ccccc1)C(=O)CCC(=O)Nc1ccccn1 (stereo not drawn),-8%,-6%,10%,9%,7%,0%,-18%,3,-9
COc1ccc(NCC(=O)N/N=C/C(C)c2ccccc2)cc1 (stereo not drawn),5%,8%,7%,11%,9%,4%,0%,-4,-8
COc1ccc(C(=O)Nc2ncccc2C)cc1S(=O)(=O)N1CCCc2ccccc21,-4%,0%,3%,-4%,1%,-5%,u,-2,12
CC1(C)Cc2nc3[nH]c(=S)[nH]c(=O)c3cc2CO1,5%,-6%,2%,0%,u,4%,-18%,-5,16
